High-throughput results (PubChem BioAssay)
NadD block: blocks S. aureus nicotinate mononucleotide adenylyltransferase | purified NadD enzyme, colorimetric absorbance read-out | inhibition, % at 20 µM | actives 0.78% (n = 360,000); in the data active = inhibition above about 26%; note: some compounds past the cut are filed as inactive
LMPTP inh: LMPTP (human) inhibition | recombinant LMPTP-A, OMFP fluorogenic substrate, fluorescence intensity | inhibition, % at 20 µM | actives 0.22% (n = 360,000);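 active = compounds that cut the enzyme signal by at least half of the control window in the single-dose screen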;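 note: plate controls were DMSO wells with enzyme plus substrate for no effect and substrate without enzyme for full effect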
Target sequence (P24666 whole entry, looked up): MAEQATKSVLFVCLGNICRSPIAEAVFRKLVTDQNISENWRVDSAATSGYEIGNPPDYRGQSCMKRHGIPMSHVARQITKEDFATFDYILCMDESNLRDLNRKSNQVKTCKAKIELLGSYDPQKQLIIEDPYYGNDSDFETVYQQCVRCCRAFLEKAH
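Assay system: LMPTP-A enzyme. Input: 0.625 nM LMPTP-A final. Probe or stimulus: 400 µM OMFP. Compound dosing: single 20 µM dose. Schedule: 50 min dark incubation at room temperature. Detection: fluorescence intensity of OMFP turnover product. Read-out: percent inhibition versus substrate-only and uninhibited controls. Benchmarks: no-enzyme low control, uninhibited high control.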
SUMO1-SIM PPI: modulators of human SUMO1-mediated protein-protein interactions | SUMO1 binding to a labelled peptide, TR-FRET, 1 h | inhibition, % at 20 µM | actives 0.33% (n = 360,000); in the data active = inhibition above about 37%
NRP1-CendR mod: modulators of CendR peptide binding to human neuropilin-1; actives 0.85% (n = 360,000); inhibition, % at 25 µM; FAM-RPARPAR peptide binding to NRP-1, fluorescence polarization; O14786; AID 602438;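 active = inhibition or corrected inhibition above about 18%, plus a signal ratio from 0.5 to 1.5, limit read from the data, passing the limit was not always enough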; note: strong numbers were not always called active
SKN-1 inh: inhibitors of C. elegans SKN-1 | inhibition, % at 21.8 µM | C. elegans VP596 Pgst-4::GFP/RFP ratio, acrylamide-induced, 24 h | actives 0.49% (n = 360,000) | AID 624304;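 active = interference check ratio from 0.5 to 1.5 plus GFP to RFP signal ratio inhibition reaching or exceeding a fixed threshold, cut at about 30% in these data, passing the limit was not always enough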; note: some compounds called inactive have numbers as strong as hits
TbMetRS inhib: blocks T. brucei methionyl-tRNA synthetase activity; purified T. brucei MetRS, ATP depletion, Kinase-Glo luminescence; inhibition, % at 11.9 µM; actives 0.4% (n = 360,000);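 active = inhibition above a per-plate cutoff of the control wells' mean inhibition plus 3 SD, cut at about 5.5% in these data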;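 note: 0% = DMSO wells median and 100% = median of wells with control inhibitor compound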
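Test system: purified T. brucei MetRS enzyme. Also added: ATP, methionine and E. coli bulk tRNA substrates. Compound: 11.9 µM single point. Schedule: 15 min enzyme-compound preincubation, 2 h reaction, 10 min detection, 25 °C. Signal: luciferase luminescence of residual ATP, Kinase-Glo. Evaluation: percent inhibition versus plate control medians. Controls: DMSO wells, low control.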
STEP block: blocks human striatal-enriched tyrosine phosphatase; P54829; recombinant STEP, OMFP fluorogenic substrate, fluorescence; inhibition, % at 20 µM; actives 0.25% (n = 360,000); AID 588621;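 active = inhibition at 20 µM, scaled per plate between control wells, above about 37%, limit read from the data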;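 note: 0% = DMSO with enzyme and substrate and 100% = substrate only without enzyme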
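material = STEP tyrosine phosphatase | reagent = fluorogenic phosphatase substrate OMFP at 25 µM final | doses = single compound dose of 20 µM, 1% DMSO final | schedule = 20 min reaction, room temperature, in the dark | measured by = fluorescence, 480/540 nm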
DNMT1 inh: blocks human DNA methyltransferase DNMT1; P26358; DNMT1 molecular beacon, Hinp1I cleavage, fluorescence; inhibition (reported as % activation of signal), % at 10 µM; actives 0.83% (n = 360,000); in the data active = inhibition above about 50%
Scp-1 inhibitor: blocks human Scp-1 phosphatase activity; Q9GZU7; inhibition, % at 20 µM; actives 0.88% (n = 340,000); Recombinant Scp1, phosphopeptide, malachite green phosphate absorbance;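 active = inhibition above about 50% at 20 µM, limit read from the data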;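 note: plate controls were DMSO wells with enzyme for no effect and wells lacking enzyme for full effect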
Target sequence (Q9GZU7 76-261 limits assumed): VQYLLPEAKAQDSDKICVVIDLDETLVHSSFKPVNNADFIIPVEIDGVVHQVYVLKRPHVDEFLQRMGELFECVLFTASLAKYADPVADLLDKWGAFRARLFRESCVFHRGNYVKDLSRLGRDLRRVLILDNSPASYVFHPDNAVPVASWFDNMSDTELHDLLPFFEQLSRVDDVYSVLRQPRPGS
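Material: truncated SCP-1 phosphatase (76-261aa) / Buffer or medium: 50 mM Tris acetate pH 5.5, 0.005% Tween-20, 10 mM MgCl2 / Compound dosing: one concentration, 20 µM, with 1.0% DMSO / Incubation: 45 min room-temperature reaction, 5 min colour, 30 min stabiliser / Detection: colorimetric free-phosphate detection, absorbance 630 nm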
Neddylation inh: inhibitors of human cullin neddylation. P61081+Q13564. TR-FRET cullin neddylation, biochemical. calls only at 25 µM. actives 0.58% (n = 360,000). AID 651699; in the data active = inhibition above about 36%
Target sequence (P61081 whole entry, looked up): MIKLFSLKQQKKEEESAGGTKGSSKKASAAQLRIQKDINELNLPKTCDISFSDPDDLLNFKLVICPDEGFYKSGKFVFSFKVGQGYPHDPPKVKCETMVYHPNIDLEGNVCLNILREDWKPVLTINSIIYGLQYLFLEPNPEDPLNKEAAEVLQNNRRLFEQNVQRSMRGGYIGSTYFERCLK
Target sequence (Q13564 whole entry, looked up): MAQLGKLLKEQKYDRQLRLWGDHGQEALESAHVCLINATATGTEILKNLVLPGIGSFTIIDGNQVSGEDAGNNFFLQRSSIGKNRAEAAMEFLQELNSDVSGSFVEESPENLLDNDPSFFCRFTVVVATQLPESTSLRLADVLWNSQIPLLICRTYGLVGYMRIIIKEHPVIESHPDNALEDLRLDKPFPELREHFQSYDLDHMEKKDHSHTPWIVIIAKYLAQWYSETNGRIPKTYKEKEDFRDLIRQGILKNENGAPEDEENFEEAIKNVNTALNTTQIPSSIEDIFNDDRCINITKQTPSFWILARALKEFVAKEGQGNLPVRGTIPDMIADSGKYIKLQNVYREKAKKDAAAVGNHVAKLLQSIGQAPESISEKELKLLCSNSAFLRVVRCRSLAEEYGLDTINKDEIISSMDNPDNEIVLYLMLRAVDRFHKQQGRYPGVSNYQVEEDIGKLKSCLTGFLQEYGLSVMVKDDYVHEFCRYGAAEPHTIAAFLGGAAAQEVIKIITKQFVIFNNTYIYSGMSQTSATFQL
* = called active by the depositor; i = inactive; nt = no result given; + = active, no number.

SMILES	NadD block	LMPTP inh	SUMO1-SIM PPI	NRP1-CendR mod	SKN-1 inh	TbMetRS inhib	STEP block	DNMT1 inh	Scp-1 inhibitor	Neddylation inh
CCOC(=O)C1=NNC2(c3ccc(Cl)cc3)C(=O)N(c3cc(C)cc(C)c3)C(=O)C12 (stereo not drawn)	8	3.1	-1	8	15	-0.3	-1	-7	-5	i
CCCS(=O)(=O)NC(=O)C1(C)CCCN(C(=O)/C=C/c2ccccc2)C1 (stereo not drawn)	-3	0.4	-2	-9	-15	-0.3	-1	-1	nt	i
COc1cc(NC(=O)c2ccc(S(=O)(=O)N(C)C)cc2)cc(OC)c1OC	-3	-1.0	2	1	-4	-0.2	-2	-1	7	i
COc1ccc(-c2oc3ccccc3c2C#CC(C)(C)O)cc1	-17	2.7	-4	5	14	0.1	1	0	-5	nt
C=CCNC(=O)c1cc2c(=O)c3ccccc3oc2nc1C	8	1.4	-5	1	17	-0.6	4	4	-2	i
Cc1c(C)n(C)c2ccc(C(=O)NCCCN(C)C3CCCCC3)cc12	-2	1.7	-16	0	38*	0.6	-1	-3	-1	i
O=C(NC1CCCN(c2ccc(C(F)(F)F)cn2)C1)c1cc(Cl)ccc1F (stereo not drawn)	-1	2.4	3	2	20	0.1	0	1	-2	i
CC[C@@]12C(=O)N(c3ccc(C)cc3)C(=O)N1[C@H](c1ccc(Br)cc1)[C@@H]1C(=O)N(C(C)(C)C)C(=O)[C@@H]12	1	1.1	3	-20	23	-0.2	0	-1	2	i
CCc1ccc([C@@H]2CC=C(C(=O)O)[C@H](c3ccc(Cl)cc3)N2S(=O)(=O)c2ccc(C)cc2)cc1	9	1.2	18	-31	-1	0.5	3	17	-10	i
CC(=O)Nc1ccc2[nH]c3ccccc3c2c1	1	-0.7	9	-3	7	-1.6	1	1	-3	i
CC1C2=C(CC(C)(C)CC2=O)NC2=C1C(=O)CC(C)(C)C2	2	1.2	-5	6	-1	0.1	1	-2	2	nt
Cc1[nH]c(=O)c(C#N)c(C)c1CCC(=O)N(C)CC(=O)Nc1ccc(Cl)c(Cl)c1	3	0.4	1	3	13	-0.2	-1	1	-5	i
Cc1occc1C(=O)NNC(=O)c1ccccc1C(=O)O	-2	-0.4	0	-5	-10	-0.5	-2	-3	-5	i
C=CCN(CC=C)S(=O)(=O)c1ccc(F)cc1	-6	-2.2	-1	-2	31	-0.1	1	0	-6	i
COc1ccc(Cl)cc1-c1nc(N)nc(NC2CCCCC2)n1	1	-2.5	-1	5	-2	-0.6	-3	1	-7	i
COC(=O)c1ccccc1N=Nc1c(C)[nH][nH]c1=O	-2	1.5	-23	6	6	0.0	1	0	-17	i
CCCCNC(=O)c1onc(CSc2cc(C)cc(C)c2)c1C(=O)NCCCC	5	3.2	0	4	-16	-0.1	0	-3	-6	i
COc1cc(C(=O)O)nc(OC)n1	-2	-1.8	8	2	3	0.5	3	-1	-8	i
Cc1ccc2nccc(C(=O)N3CCCC(Nc4ccc(F)cc4)C3)c2c1 (stereo not drawn)	-5	0.7	1	22*	6	-0.2	0	-2	-2	i
O=C1NCCN1C(=O)c1ccco1	3	-2.0	0	-6	-7	-0.5	4	5	-14	i
CCOCCCNC(=S)NCCCNc1nc2cc3c(cc2cc1C#N)OCO3	5	0.5	-3	16	14	0.0	0	-6	5	nt
COc1ccc(Oc2nc(C)cc(C)c2S(C)(=O)=O)cc1	-3	-0.8	-3	8	6	0.2	-3	-1	1	i
COC(=O)c1cc(NC(=O)c2cc(C(C)(C)C)nn2Cc2ccc(F)cc2)ccc1N1CCOCC1	-4	5.4	0	1	1	2.2	4	-1	-1	i
CCn1c(COc2cccc(C)c2C)nnc1SCC(=O)N1CCN(c2ccc(OC)cc2)CC1	2	-0.1	2	7	14	-0.5	2	-5	0	i
Cc1cccn2c(=O)c3cc(C(=O)N4CCCCC4C)sc3nc12 (stereo not drawn)	2	1.6	-29	-16	19	0.9	-3	3	1	+

Reprinted from the part before: 5 compounds, then new ones.
SMILES	NadD block	LMPTP inh	SUMO1-SIM PPI	NRP1-CendR mod	SKN-1 inh	TbMetRS inhib	STEP block	DNMT1 inh	Scp-1 inhibitor	Neddylation inh
CCOCCCNC(=S)NCCCNc1nc2cc3c(cc2cc1C#N)OCO3	5	0.5	-3	16	14	0.0	0	-6	5	nt
COc1ccc(Oc2nc(C)cc(C)c2S(C)(=O)=O)cc1	-3	-0.8	-3	8	6	0.2	-3	-1	1	i
COC(=O)c1cc(NC(=O)c2cc(C(C)(C)C)nn2Cc2ccc(F)cc2)ccc1N1CCOCC1	-4	5.4	0	1	1	2.2	4	-1	-1	i
CCn1c(COc2cccc(C)c2C)nnc1SCC(=O)N1CCN(c2ccc(OC)cc2)CC1	2	-0.1	2	7	14	-0.5	2	-5	0	i
Cc1cccn2c(=O)c3cc(C(=O)N4CCCCC4C)sc3nc12 (stereo not drawn)	2	1.6	-29	-16	19	0.9	-3	3	1	+
O=C(NNC(=O)c1cccs1)c1csc(N2CCOCC2)n1	3	0.1	-1	5	-4	-0.3	-1	1	-4	i
Cc1[nH][nH]c(=O)c1C(c1ccccc1[N+](=O)[O-])C(C#N)C#N (stereo not drawn)	-7	0.6	15	12	5	-0.5	2	-4	-9	i
Cc1cc(C(=O)OCC(=O)Nc2ccc(S(=O)(=O)N3CCOCC3)cc2)c(C)o1	0	-0.6	5	2	-8	-0.3	1	3	-5	i
CN(c1ccccc1)S(=O)(=O)c1nnc(NC(=O)C2CCCCC2)s1	1	-0.5	6	6	12	-0.5	1	4	-2	i
COc1cccc(/C=C2\SC(=S)N(CCC(=O)Nc3ccc(O)cc3)C2=O)c1	2	-1.4	-11	-11	-9	0.1	1	-13	-5	i
COc1cccc(C(C(=O)NCC2CCCO2)N(C(=O)Cn2nnc3ccccc32)c2ccc(NC(C)=O)cc2)c1OC (stereo not drawn)	-1	-2.7	4	10	3	-1.0	-2	2	-7	i
O=C(/C=C/c1ccc(Cl)cc1)N(Cc1cccs1)C1CCS(=O)(=O)C1 (stereo not drawn)	-6	-1.4	-13	7	11	-0.6	2	0	-11	i
O=C(CN1CCN(S(=O)(=O)c2ccccc2)CC1)Nc1ccc(Cl)cn1	-5	-2.7	5	0	15	-0.4	0	-1	-6	i
CN(CC1COc2ccccc2O1)C(=O)c1cccc(S(=O)(=O)N2CCCC2)c1 (stereo not drawn)	-9	-2.1	-4	7	-36	-0.6	3	4	0	i
C#CCn1cc(/C=N/Nc2nc3ccccc3[nH]2)c2ccccc21	15	5.4	-8	18	3	9.0*	10	-8	-2	i
CCN(CC)CCOC(=O)c1ccc(NC(=O)/C=C/c2cccs2)cc1	0	0.7	-20	-8	1	-0.8	0	4	-7	i
O=c1cc(CSc2ccccc2)nc(-c2ccccc2)[nH]1	-1	-0.5	3	2	-1	-1.0	0	-1	-2	i
CCOC(=O)c1cc(C(=O)c2cc(Br)ccc2O)coc1=N	-4	-0.1	0	7	7	-0.8	1	0	-4	i
S=C(c1ccccc1)N1CCN(C(=S)c2ccccc2)CC1	-2	-0.9	-1	2	1	0.0	3	-2	-7	i
Cc1c(Cl)cccc1NC(=O)Cn1cnc(S(=O)(=O)N2CCCC2)c1	-1	-0.8	5	18	22	0.4	-3	2	-2	i
CC(C)CCNC(=O)NC(=O)COC(=O)CNC(=O)C1CCCCC1	-2	-0.6	2	-5	11	-0.3	-2	-1	-8	i
O=C(CCCN1C(=O)/C(=C/c2ccccc2OC(F)F)SC1=S)Nc1cccnc1	3	3.0	-35	0	5	0.0	1	-4	-12	i
COC(=O)CCC(=O)N1CCCC(CNS(=O)(=O)c2ccc(OC)cc2)C1 (stereo not drawn)	-4	-0.5	1	3	-5	-0.1	-1	2	-4	i
CCc1ccccc1NC(=O)C1C2C=CC(O2)C1C(=O)O (stereo not drawn)	-1	-1.9	5	-10	-2	0.2	0	-2	-7	i
COc1ccc2cc(C3(C)NC(=O)NC3=O)ccc2c1 (stereo not drawn)	-2	-0.3	-4	10	-1	-1.6	-1	0	-4	i
CCCN1CCC(=O)N(CCOc2ccccc2)CC1	-7	-1.2	3	6	6	-0.3	2	3	-2	i
CCCN(Cc1ccccc1)C(=S)Nc1ccc(C(C)=O)cc1	-3	1.0	-2	7	15	-0.3	-3	-11	-14	i
C=CCNCC(=O)NN=C(c1ccccc1)c1ccccc1	-4	1.4	0	-4	-11	-0.8	-1	0	-3	i
CC1CC(C)CN(C(=O)COC(=O)c2ccc3c(c2)OCCO3)C1 (stereo not drawn)	1	-0.8	0	7	-22	0.0	-3	0	-8	i
Cc1cc(=O)oc2c3c(cc(OCC(=O)N4CCC(C(=O)O)CC4)c12)OC(C)(C)CC3	-1	-2.1	15	0	6	-0.3	0	2	4	nt
(next part)
SMILES	NadD block	LMPTP inh	SUMO1-SIM PPI	NRP1-CendR mod	SKN-1 inh	TbMetRS inhib	STEP block	DNMT1 inh	Scp-1 inhibitor	Neddylation inh
O=C(NCCO)/C(=C\c1cccs1)NC(=O)c1cccs1	-6	-2.9	-3	-8	17	-0.2	-1	6	-8	i
COc1ccc(S(=O)(=O)N2CCC(C(=O)NCCN3CCOCC3)CC2)cc1C	-2	-0.9	3	7	0	-0.2	-1	1	-7	i
CN(C)C(CNC(=O)Cc1cccc(C(F)(F)F)c1)c1ccccc1 (stereo not drawn)	1	-1.9	-2	4	11	-0.2	1	3	-1	i
CCCCCCN1C[C@@H](O)[C@H](n2cc(C3CC3)nn2)C[C@@H]1c1ccc(OC)cc1	2	-0.6	-2	0	0	-1.5	-2	4	nt	i
CCCCCCCCCCOC(=O)c1csc2nnsc12	2	2.8	-1	-3	1	-0.6	1	0	-13	i
CC(C)OCCCNC(=O)CCSc1ccc(Cl)cc1	9	0.4	-2	-4	6	-1.0	2	-3	-4	i
CC1(C)Cc2c(sc3c2C2=NCCN2C=N3)CO1	-2	-0.4	-2	-4	4	0.2	-1	-5	-2	i
O=C(Nc1cc(Br)ccc1O)C1CC(c2c(F)cccc2Cl)=NO1 (stereo not drawn)	-9	4.2	9	-22	4	1.7	0	-4	-12	i
COC(c1ccccc1)c1nnc(CCC(=O)N2CCCCCCC2)o1 (stereo not drawn)	2	3.1	-3	1	-2	-0.2	-2	2	-1	i
CCOC(=O)C1CCN(Cc2oc(CO)cc(=O)c2O)CC1	2	-1.1	1	-8	-8	0.3	-4	-1	-9	i
Cc1ccccc1Nc1nc(N)nc(CSCc2c(C)noc2C)n1	2	-0.6	-4	-5	-2	-1.1	-3	1	0	i
CCOC(=O)NN1C(=O)c2ccccc2NC1c1ccccc1F (stereo not drawn)	-1	0.1	1	-5	-2	-1.3	-3	0	7	nt
O=C(Cc1ccc(NC2=NC3CS(=O)(=O)CC3S2)cc1)N1CCN(c2ccc(F)cc2)CC1 (stereo not drawn)	0	-1.3	2	10	2	0.3	-2	-5	-4	i
